PV pol inh: poliovirus RdRp elongation inhibitors, primary screen, biochemical, fluorescence polarization, total intensity; poliovirus polymerase elongation; stronger effect = lower value; hit rate 0.66% among 150,000; Genome polyprotein (Poliovirus type 1 (strain Mahoney)), P03300; % elongation, % (compound at 16.7 µg/mL); in the data active means % elongation below about 90%; further: some results filed as inactive read as strong as hits
Target sequence (P03300 1749-2209 limits assumed): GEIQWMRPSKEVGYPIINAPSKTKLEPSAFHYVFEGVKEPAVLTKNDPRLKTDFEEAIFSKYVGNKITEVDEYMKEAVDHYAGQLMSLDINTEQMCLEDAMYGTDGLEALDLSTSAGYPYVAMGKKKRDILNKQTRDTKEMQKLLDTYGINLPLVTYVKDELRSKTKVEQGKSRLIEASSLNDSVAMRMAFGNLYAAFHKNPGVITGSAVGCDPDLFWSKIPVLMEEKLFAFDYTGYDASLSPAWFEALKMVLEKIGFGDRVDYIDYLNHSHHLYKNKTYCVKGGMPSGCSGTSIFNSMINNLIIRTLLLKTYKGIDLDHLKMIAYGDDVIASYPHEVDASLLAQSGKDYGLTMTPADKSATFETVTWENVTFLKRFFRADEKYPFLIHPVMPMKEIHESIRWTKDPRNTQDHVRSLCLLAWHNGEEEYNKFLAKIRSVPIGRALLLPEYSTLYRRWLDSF
PV pol inh FP z-score: recorded beside PV pol inh, whose call it bears; z-score; measured here: FP z-score; hits read low
* hit, by the source's call.

Every second line gives: PV pol inh FP z-score, PV pol inh
> [O-]/[N+](=C\c1ccc(OC(F)F)cc1)c1ccccc1
    0.3, 101
> O=C(CCNc1ccc(Cl)cc1)c1cccs1
    0, 101
> Cc1cccc(Cn2cc(C(=O)c3ccccc3)c(=O)c3cc4c(cc32)OCO4)c1
    0.8, 110
> CN(C)N1C(=O)CC(n2cnc3ccccc32)C1=O (configuration not stated)
    -0.1, 101
> CCS(=O)(=O)N1CCN(S(=O)(=O)c2ccc(C)cc2)CC1
    0, 100
> CC1=CC(=O)C(N(CCO)CCO)=CC1=O
    0.4, 104
> Cc1ccc(NC(=O)CCc2c(C)nc3c(-c4ccc(F)cc4)c(C)nn3c2C)cc1F
    0.1, 105
> Oc1ccc(C(=S)N2CCN(c3cccc(Cl)c3)CC2)cc1
    0.5, 102
> COCc1cc(C)n(CC(=O)N2CCC(C)CC2)c(=O)c1C#N
    -0.8, 99
> Oc1c(C=Nc2ccc(Br)cc2)sc2ccccc12
    7.1, 173
> COc1ccc2c(c1)CCC/C2=N\NC(N)=S
    0.3, 103
> CC(C)NC(=O)c1c2c(nn1C)-c1ccccc1SC2
    -0.8, 99
> COc1ccc(S(=O)(=O)N(Cc2nc(-c3ccc(Cl)cc3)no2)C2CCCCC2)cc1
    -0.9, 102
> CC(C)(C)C(=O)CSc1ncccn1
    -0.1, 102
> CC1CN(/C(=N\S(=O)(=O)c2ccccc2)c2ccccc2)CC(C)O1 (configuration not stated)
    0.3, 104
> CCC(Cc1ccccc1)NC(=O)Cn1c(=O)oc2cc(S(=O)(=O)NCc3ccccc3)ccc21 (configuration not stated)
    -0.9, 99
> CC(C)CC(=O)Nc1ccc(C(=O)CN2CCN(c3ccc(O)cc3)CC2)cc1
    -0.4, 101
> CC(NC(=O)c1ccc(C#N)cc1)C(c1cccs1)N1CCCC1 (configuration not stated)
    0, 101
> CCN1C(=S)SC(=O)C1=C1C=C(C)N(CCO)C(C)=C1
    0, 101
> CCOC(=O)c1c(-c2cccs2)csc1NC(C)=O
    0, 101

Random excerpt: seven entries already listed
Every second line gives: PV pol inh FP z-score, PV pol inh
> CCN1C(=S)SC(=O)C1=C1C=C(C)N(CCO)C(C)=C1
    0, 101
> COc1ccc2c(c1)CCC/C2=N\NC(N)=S
    0.3, 103
> CC(C)CC(=O)Nc1ccc(C(=O)CN2CCN(c3ccc(O)cc3)CC2)cc1
    -0.4, 101
> CC1CN(/C(=N\S(=O)(=O)c2ccccc2)c2ccccc2)CC(C)O1 (configuration not stated)
    0.3, 104
> CCOC(=O)c1c(-c2cccs2)csc1NC(C)=O
    0, 101
> CC(C)NC(=O)c1c2c(nn1C)-c1ccccc1SC2
    -0.8, 99
> CC(NC(=O)c1ccc(C#N)cc1)C(c1cccs1)N1CCCC1 (configuration not stated)
    0, 101

Continued:
Every second line gives: PV pol inh FP z-score, PV pol inh
> CN(C)/C=C1\S/C(=N\S(=O)(=O)c2ccc(Cl)cc2)N(C2CCCCC2)C1=O
    0.4, 105
> COc1ccccc1OCCNC(=O)c1coc2ccccc2c1=O
    0.1, 103
> O=c1[nH]c(=O)n(-c2ccccc2)c2c1C(C(F)(F)F)(C(F)(F)F)N=C(c1ccncc1)N2
    -0.4, 100
> COC(=O)CSc1nc2ccccc2n1-c1ccc(C)cc1
    1.6, 106
> COc1ccc(NC(=O)N2CCc3cc(OC)c(OC)cc3C2c2ccccc2)cc1 (configuration not stated)
    0.3, 103
> CC(C)C(NC(=O)COc1ccccc1)C(C)C
    0.2, 100
> Cc1cccc(C)c1NCc1nnc(SCC(N)=O)n1-c1ccccc1
    -0.6, 100
> COc1ccc(-c2nc(C)c(CCNC(=O)c3cccs3)s2)cc1
    -0.5, 105
> COc1cc(C(=O)N2CCCN(c3nc4cc(C)ccc4cc3C#N)CC2)cc(OC)c1OC
    0.7, 104
> N#Cc1ccc(NC(=O)C(F)(F)F)cc1
    0.3, 104
> CC1CCc2c(sc(NC(=O)CCCOc3ccccc3)c2C(N)=O)C1 (configuration not stated)
    -0.5, 103
> CCc1ccc2oc(C(=O)NCc3ccncc3)cc(=O)c2c1
    -0.2, 100
> CCOC(=O)c1c(Nc2cccc(O)c2)nnc(-c2ccccc2)c1-c1ccccc1
    0.5, 107
> COc1ccc2ccc(OC)c(/C=C3\NC(=S)N(C)C3=O)c2c1
    0.1, 102
> Cc1nn(-c2ccccc2)c2c1N(CC(=O)N1CCN(c3ccc(F)cc3)CC1)C(=O)CS2
    0.8, 110
> CCCNC(=O)c1cc(-c2ccco2)on1
    0.5, 102
> CN(C1CCCCC1)S(=O)(=O)c1ccccc1N=Cc1c(O)n(C)c(=O)n(C)c1=O
    0.2, 104
> O=C1OC(c2ccc(Cl)cc2)=N/C1=C\c1ccccc1
    0.7, 105
> O=C(NCCC1=CCCCC1)c1cc2cccc3c2n1CCS3
    1.6, 106
> COc1cccc(NC(=O)CSc2nc3ccc(NC(=O)c4cccs4)cc3s2)c1
    1.2, 112

Ordered by count of non-hydrogen atoms (high to low): part of the list above.
Every second line gives: PV pol inh FP z-score, PV pol inh
> CCOC(=O)c1c(Nc2cccc(O)c2)nnc(-c2ccccc2)c1-c1ccccc1
    0.5, 107
> COc1cccc(NC(=O)CSc2nc3ccc(NC(=O)c4cccs4)cc3s2)c1
    1.2, 112
> O=C(NCCC1=CCCCC1)c1cc2cccc3c2n1CCS3
    1.6, 106
> CCCNC(=O)c1cc(-c2ccco2)on1
    0.5, 102

(continued)
Every second line gives: PV pol inh FP z-score, PV pol inh
> CNC(=O)c1cc(N2CCN(c3ccccc3)CC2)ccn1
    -0.1, 102
> CCn1c(CNC(=O)C23CC4CC(CC(C4)C2)C3)nnc1SCC(=O)Nc1ccc(OC)cc1
    -0.2, 101
> Cc1cc(=O)oc2cc(OCC(=O)c3ccc4c(c3)NC(=O)CO4)ccc12
    -0.7, 98
> O=C(Oc1ccc(Br)cc1)c1cccnc1N1CCCC1
    -0.1, 103
> CCOc1ccc(CCNC(=O)C2CCN(C(=O)c3cc4sccc4n3CC)CC2)cc1OCC
    0.2, 107
> CCOC(=O)N1CCc2c(sc3ncn(C)c(=O)c23)C1
    0.2, 102
> COc1ccc(N(C)C(=O)C2CCN(S(=O)(=O)c3cccc4nonc34)CC2)cc1
    0.6, 104
> O=C(NCCO)c1cn(Cc2ccccc2)nc1-c1ccccc1
    0.1, 103
> COC(=O)CCn1ccc(C)n1
    -0.1, 100
> CC1Cc2ccccc2N1C(=O)CSc1nnc(-c2cccc(Cl)c2)o1 (configuration not stated)
    -0.4, 101
> CCCS(=O)(=O)N1CC(=O)N(c2cccc(F)c2)C(C)(C(=O)NC2CCCCCC2)C1 (configuration not stated)
    0.6, 109
> Cc1cccc(Nc2nc(C)nc(N)c2S(=O)(=O)c2ccccc2)c1
    0.4, 107
> CN1/C(=C\C=N\NC(N)=O)C(C)(C)c2ccccc21
    2.4, 121
> CCN(CC)S(=O)(=O)c1ccc2c(c1)c(=O)c(C(=O)N1CCN(c3ccc(F)cc3)CC1)cn2C
    -0.2, 103
> CSc1nn(Cc2ccc(Br)cc2)c(N(C(C)=O)C(C)=O)c1S(=O)(=O)c1ccccc1
    0.9, 109
> CC(C)NC(=O)N1CCn2cccc2C1C (configuration not stated)
    -1.4, 98
> CCOC(=O)c1cc(C(C)(C)C)n(-c2ccc(N3CCOCC3)cc2)c1C
    -0.6, 101
> CCOC(=O)c1ccc(NC(=O)C2OCCc3ccccc32)cc1 (configuration not stated)
    -0.4, 99
> Cc1ccc(NC(=O)CSc2nc(C3CCCC3)nc3c2c(=O)n(C)c(=O)n3C)c(C)c1
    -1, 103
> Cc1sc2nc(CSC(C)C(=O)N=c3sc4ccccc4n3C)[nH]c(=O)c2c1C (configuration not stated)
    0, 104
> CN(CC(=O)c1c(N)n(C)c(=O)n(C)c1=O)C1CCS(=O)(=O)C1 (configuration not stated)
    0, 103
> O=C(Nc1cccc(C(=O)N2CCOCC2)c1)NC1CCCCC1
    0.4, 103
> CCN(C(=O)Cn1nnc(-c2ccc3c(c2)OCO3)n1)c1ccccc1
    0, 104
> CCc1cn(C2CC(O)C(CO)O2)c(=O)[nH]c1=O (configuration not stated)
    0.2, 103
> COc1cc(C)nc(OCCNC(=O)COc2ccc(Cl)cc2C)n1
    -0.9, 100
> CNC(=O)NCCN1CCCC1=O
    0.6, 104
> COc1cc2nc(NCCc3ccccc3)n3nc(-c4cccnc4)nc3c2cc1OC
    -0.8, 102
> CSc1ncc(Cl)c(C(=O)Nc2c(C(=O)c3ccc(C)cc3)oc3ccccc23)n1
    0.3, 119
> CCc1ccc(Nc2nnnn2-c2ccccc2)cc1
    -0.2, 102
> CCc1ccc(C2c3c(n[nH]c3C)C(=O)N2c2ccc(C)cc2)cc1 (configuration not stated)
    1.3, 112
> COc1ccc(-c2cc(OC(=O)c3cccc(Cl)c3)c3c(C)oc(C)c3c(=O)c2)cc1OC
    1, 112
> COc1ccc(-c2cc(C(F)F)n3ncc(C(=O)Nc4cc(C)on4)c3n2)cc1
    0.4, 102
> Cc1cc(N2CCN(c3ccccc3)CC2)n2cnnc2n1
    1.3, 114
> COc1cccc(NC(=O)Cn2c(=O)n(Cc3ccc(C(=O)NCc4ccc(C)cc4)cc3)c(=O)c3ccccc32)c1
    1.2, 113
> CCOc1ccccc1NC(=O)c1cc(=O)c2ccc(C)cc2o1
    0.6, 110
> COc1cc(Br)c(CC(=O)N2CCOCC2)cc1OC
    0.3, 103
> COc1ccc(C2=C(C)C(=O)N(Cc3ccc(C(=O)NCc4ccc(C)cc4)cc3)S2(=O)=O)cc1
    0.2, 108
> Cn1nc(NC(=O)C2CCC2C(=O)O)c2c(F)cccc21 (configuration not stated)
    0.3, 104
> CCCN(CCC)Cc1cn2c(-c3ccc(OC)cc3)nnc2s1
    -1.3, 99
> COc1cc(/C=C2\CCc3ccccc3C2=O)ccc1OCCC(C)C
    0.4, 103
> O=C(Nc1cccc(Cl)c1)Nc1ccccc1C(=O)N1CCCCC1
    -0.1, 100
> N=C1c2ccccc2CN1NC(=O)c1ccccc1
    0.4, 105
> CC(C)(C)c1ccc(C(=O)Nc2cccc(-c3cn4cccnc4n3)c2)cc1
    0.7, 104
> C=CCn1c(SC)nnc1-c1ccc(OC)c(OC)c1
    0.4, 105
> Cc1cc(Oc2ccc(=O)n(C)n2)nc(SCC(N)=O)n1
    -0.1, 100
> C=CCn1c(SCc2cc(=O)oc3cc(O)ccc23)nnc1-c1ccccc1OC
    0.1, 106
> COc1cc(C2SCC(C(=O)O)N2C(C)=O)cc(Br)c1O (configuration not stated)
    -0.3, 101
> COC(=O)C1=NN(c2ccccc2)C2C(=O)N(c3ccccc3OC)C(=O)C12 (configuration not stated)
    -0.5, 99
> COc1cccc(NC(=O)c2sc3nc(C)c(C(=O)Nc4ccc(C)cc4C)c(-c4cccs4)c3c2N)c1
    2, 113
> O=C(/C=C/c1ccco1)OCc1c(Cl)cccc1Cl
    0.2, 102

(more compounds)
Every second line gives: PV pol inh FP z-score, PV pol inh
> Cc1ccc(NCCO)cc1
    -0.6, 100
> Cn1c(=O)oc2cc(S(=O)(=O)CCC(=O)NCCc3ccccc3)ccc21
    -0.1, 108
> O=c1c2ccccc2nc(/C=C/c2ccccc2F)n1-c1cccc(O)c1
    0, 103
> O=C(NCc1ccc(F)cc1)c1cnc(N2CCCCC2)c2ccccc12
    0.3, 109
> O=C(CN1c2ccccc2S(=O)(=O)c2ccccc21)NCc1ccccc1
    0.5, 102
> CC(NC(=O)c1cc2ccccc2o1)c1ccccc1 (configuration not stated)
    -0.2, 104
> COc1ccc(NC(=O)c2cn3ccc(C)cc3n2)cc1
    -0.5, 101
> Cc1cc(N2C(=O)c3c(c(C)n(C)c3C)C2C(=O)NC2CCC(C)CC2)ccc1Br (configuration not stated)
    0.1, 102
> CCOc1ccc(CC(=O)Nc2c(C(=O)c3ccccc3)oc3ccc(OC)cc23)cc1OCC
    0.7, 107
> CCn1c(/N=C/c2ccccc2Cl)nc2ccccc21
    0.4, 103
> CCC(C(=O)NC(C)C)n1c2ccccc2c2nc(=O)cc(C)n21 (configuration not stated)
    1.1, 106
> O=C(CSc1oc(-c2ccco2)nc1S(=O)(=O)c1ccccc1)NCC1CCCO1 (configuration not stated)
    0.6, 103
> O=C1CSC2(CCCCC2)N1c1ccc(Cl)cc1
    1.1, 105
> Oc1c(C=NC2CCCCC2)[nH]c2ccc(Br)c(Cl)c12
    -7.1, 69
> Cc1cccc(NS(=O)(=O)c2ccc3c(c2)C(C)(C)C(=O)N3C)c1
    -0.3, 103
> COc1cccc(-n2c(=O)c3sccc3n(Cc3cc(=O)n4cc(Cl)ccc4n3)c2=O)c1
    0.2, 106
> CCCc1c(C(=O)NNc2ccccc2OC)cnn1-c1ccccc1
    -0.2, 101
> O=C(NN1CCOCC1)c1cccc2ccccc12
    0.2, 103
> O=C(CC(=O)Nn1cnnc1)Nn1cnnc1
    0.1, 102
> CC(C)NC(=O)CCc1c[nH]c2ccccc12
    -4.7*, 62*
> O=C(Nc1nccs1)c1ccccc1-c1ccccc1
    0.3, 108
> CC(C)CSc1oc(-c2ccco2)nc1S(=O)(=O)c1ccc(Br)cc1
    -0.5, 103
> O=C(CCS(=O)(=O)c1ccc2c(c1)NC(=O)CO2)Nc1cccc(C(F)(F)F)c1
    0.5, 108
> CN(C)c1ccc(CNC(=O)C2CCN(c3nnc(-n4cccc4)s3)CC2)cc1
    0.6, 109
> CN1C(=O)/C(=C\C=C\c2ccc(N(C)C)cc2)SC1=S
    0.5, 104
> CN(Cc1ccco1)c1nc(-c2ccc(Cl)cc2)nc2ccccc12
    0.3, 101
> Cc1ccc(Cn2c(-c3cscn3)nc3ccccc32)cc1
    -0.1, 101
> CCn1c(=N)c(C(=O)NC2CCCC2)cc2c(=O)n3ccccc3nc21
    -0.2, 110
> CC(C)=NNC(=O)c1nnn(-c2nonc2N)c1CN1CCOCC1
    -0.2, 101
> CN(C)CN1C(=O)C(=Nc2ccc3ccccc3c2)c2ccccc21
    -0.5, 99

Source: PubChem (ICCB-Longwood Screening Facility, Harvard Medical School)

These rows are one share of the data; rates above refer to the full screens.
